# PfHsp40 yeast = rescue of PfHsp40-mediated yeast toxicity; growth rescue, % at 12.5 µM; hit rate 0.68% among 340,000; AID 504582; S. cerevisiae expressing PfHsp40, growth rescue, ATP luminescence; in the data active = growth rescue above about 28%, passing the limit was not always enough; inconclusive = no clear call, values can overlap the other calls;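 note: yeast W303a lacking pdr1 and pdr3 grown in galactose medium; growth measured after three days at 30 °C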
# TcdB inh = inhibitors of Clostridioides difficile toxin B glycohydrolase; P18177; TcdB glycohydrolase enzymatic assay, plate reader; inhibition, % at 9.99 µM; hit rate 0.24% among 350,000; in the data active = inhibition above about 10%
# Y pestis TopoI = inhibitors of Yersinia pestis topoisomerase I | Y. pestis Topo-I cleavage product accumulation, plate reader | activity, % at 10 µM | hit rate 0.064% among 360,000; in the data active = activity above about 50%, passing the limit was not always enough; inconclusive = no clear call, values can overlap the other calls; note: inactives centre near 2
# FadD28 binding = M. tuberculosis FadD28 bisubstrate binding inhibition. FadD28 bisubstrate probe binding, fluorescence polarization. inhibition, % at 12.5 µM. hit rate 0.22% among 360,000. AID 588549; in the data active = inhibition above about 8.5%, passing the limit was not always enough; inconclusive = no clear call, values can overlap the other calls
# BoNT-A LC inh2 = inhibitors of Botulinum neurotoxin A light chain protease; multiplex microsphere protease substrate cleavage, flow cytometry; inhibition, % at 10 µM; hit rate 0.17% among 360,000; note: plate controls were buffer without enzyme for full effect and enzyme alone for no effect
# PrPC TRFRET = reduces human prion protein on the cell surface. P04156. cell surface PrPC, TR-FRET read-out. inhibition, % at 13.8 µM. hit rate 0.43% among 370,000; in the data active = inhibition above about 24%; note: 0% = median of the test wells and 100% = reference compound wells
# CCHFV vOTU inh = CCHFV vOTU protease inhibition. Pep-AMC fluorescence. inhibition, % at 11.5 µM. hit rate 0.55% among 370,000; in the data active = inhibition above about 30%; note: 0% = vehicle wells with enzyme and 100% = no enzyme wells
# Anthrax LF inh2 = anthrax lethal factor protease inhibition | P15917 | multiplex microsphere protease cleavage assay, LF | inhibition, % at 10 µM | hit rate 0.12% among 360,000 | AID 588501; note: plate controls were buffer without enzyme for full effect and enzyme alone for no effect
# Target sequence (P15917 whole entry, looked up): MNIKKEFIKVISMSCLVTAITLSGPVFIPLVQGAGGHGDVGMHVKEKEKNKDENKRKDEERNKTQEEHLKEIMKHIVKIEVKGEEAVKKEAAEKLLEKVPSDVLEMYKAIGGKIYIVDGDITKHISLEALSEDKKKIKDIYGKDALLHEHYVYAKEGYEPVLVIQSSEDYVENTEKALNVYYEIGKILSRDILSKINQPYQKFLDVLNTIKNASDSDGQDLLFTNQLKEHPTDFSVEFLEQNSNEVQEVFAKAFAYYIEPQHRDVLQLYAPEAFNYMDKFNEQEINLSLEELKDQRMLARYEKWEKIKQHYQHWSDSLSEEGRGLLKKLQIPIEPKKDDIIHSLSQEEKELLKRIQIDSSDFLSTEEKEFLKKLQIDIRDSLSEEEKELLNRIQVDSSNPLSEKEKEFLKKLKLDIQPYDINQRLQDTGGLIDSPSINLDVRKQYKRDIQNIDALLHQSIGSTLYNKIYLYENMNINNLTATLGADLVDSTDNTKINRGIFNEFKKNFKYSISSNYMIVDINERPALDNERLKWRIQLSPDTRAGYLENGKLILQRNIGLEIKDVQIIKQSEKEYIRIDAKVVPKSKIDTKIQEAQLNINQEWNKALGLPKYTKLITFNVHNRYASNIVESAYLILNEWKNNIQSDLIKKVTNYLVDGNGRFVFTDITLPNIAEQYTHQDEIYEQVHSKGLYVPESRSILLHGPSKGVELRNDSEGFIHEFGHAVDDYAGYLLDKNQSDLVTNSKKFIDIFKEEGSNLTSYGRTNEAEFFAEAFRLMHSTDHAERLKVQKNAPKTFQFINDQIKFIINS
# BoNT-F LC inh = inhibitors of Botulinum neurotoxin F light chain protease | AID 588497 | Multiplex microsphere protease cleavage assay, flow cytometry | inhibition, % at 10 µM | hit rate 0.22% among 360,000; in the data active = inhibition above about 35%, passing the limit was not always enough; inconclusive = no clear call, values can overlap the other calls; note: plate controls were buffer without enzyme for full effect and enzyme alone for no effect
# * = called active by the depositor; u = inconclusive; x = no result given; & = joins results of further samples. Cut-off read from the data, not from the text of the source, unless noted: active = inhibition above about 30%; inconclusive = no clear call, values can overlap the other calls; inactive = below that.
structure	PrPC TRFRET	FadD28 binding	BoNT-A LC inh2	Anthrax LF inh2	TcdB inh	PfHsp40 yeast	BoNT-F LC inh	CCHFV vOTU inh	Y pestis TopoI
COc1ccccc1NC(=O)C1=C(C)NC(=O)NC1c1ccccc1[N+](=O)[O-] (stereo not given)	3	-0.7	0.4	0	x	0.8	-3	0	-13
O=S(=O)(Cc1ccccc1)NCC1CCCN(Cc2ccc(F)c(F)c2)C1 (stereo not given)	-4	0.5	-0.3	0	1.3	0.1	-1	4	9
Cn1c(=O)n(C)c2cc(S(=O)(=O)NCCc3ccccc3)ccc21	4	-3.3	-0.1	-1	x	-0.3	-6	-1	1
CCCCn1c(N)c(N(CC(C)C)C(=O)c2oc3ccc(OC)cc3c2C)c(=O)[nH]c1=O	-4	-1.1	1.0	4	2.2	0.8	1	-3	1
O=C(CNC(=S)N(CCCN1CCOCC1)Cc1cccs1)N1CCCCCC1	-11	0.7	-0.2	-4	-1.0	0.0	-4	-9	9
COCCN1C(=O)C(=O)/C(=C(/O)c2ccc(S(=O)(=O)N3CCCCC3)cc2)C1c1ccc(O)c(OC)c1 (stereo not given)	-1	-23	-1.3	0	1.1	-0.2	0	10	10
Cc1cc(C(=O)Nc2ccccn2)no1	-4	-2.3	-0.3	-1	-1.6	0.3	6	12	4
O=C(Nc1ccc(S(=O)(=O)Nc2nccs2)cc1)c1cc(-c2ccccc2)nc2ccccc12	-3	-0.6	-1.9	-1	x	-0.4	-10	10	9
Cc1cc(OCC(=O)N2CCc3ccccc3C2)c2c(-c3ccccc3)cc(=O)oc2c1	-4	-1.4	0.3	-4	x	1.5	5	7	-9
c1ccc(CCn2nnnc2CN2CCc3ccccc32)cc1	-3	1.7	-0.2	-2	x	0.6	-13	9	6
CC(C)(C)OC(=O)N1CCC(CNC(=O)c2ccccc2)CC1	5	-1.1	-1.0	-5	-0.5	-0.5	-1	0	17
Cc1ccc(Cl)cc1NC(=O)Cn1cc2c(n1)CCCC2	6	-1.9	0.4	-1	-0.2	-0.5	9	-1	-10
O=S1(=O)CCN(Cc2ccccc2C(F)(F)F)CC1	1	-1.6	-1.5	-4	1.9	-1.2	2	9	6
C[C@H](NC(=O)C1(c2ccccc2)CCN(C(=O)OC(C)(C)C)CC1)C(=O)N[C@@H](C(=O)O)c1ccccc1	-3	-2.2	-0.1	-10	-0.1	-1.0	-11	3	4
CCOC(=O)c1n[nH]c2ccccc12	5	-1.8	0.7	-1	x	-0.7	0	9	-2
O=C(CSc1nnc(-c2ccncc2)n1CC1CCCO1)NCc1ccccc1 (stereo not given)	0	-1.6	-0.5	-1	x	-1.5	4	-3	7
COc1cccc(CN=CC2=C(O)CC(C)(C)CC2=O)c1OC	0	-5.1	-0.5	2	1.4	-0.6	-6	5	1
Cc1ccc(NC(=S)NCC2CCCO2)c(OC(F)F)c1 (stereo not given)	-8	-0.1	-0.5	0	x	0.0	-16	-4	8
COc1ccc(-c2c(C#Cc3ccsc3)c3cc(-c4ccc(C(N)=O)cc4)ccc3n2C)cc1	4	-1.5	0.3	-4	-0.2	-0.8	10	5	-12
OCn1c2ccccc2c2ccccc21	5	-2.0	0.8	6	0.5	0.8	15	3	7
COc1cccc(-c2nc3ccc([N+](=O)[O-])cc3o2)c1	-7	1.0	0.1	1	1.1	-1.7	2	-7	-2
CCc1cc2c(SCC(=O)C(C#N)=C3N(C)c4ccccc4N3C)ncnc2s1	-1	-0.5	1.2	5	x	-0.7	12	1	23
Cc1ccc(S(=O)(=O)N[C@H](C(=O)N2CCC(C(=O)N[C@@H](CC(=O)O)C(=O)O)CC2)C(C)C)cc1	-1	-2.2	-0.8	-1	-8.4	1.3	-2	1	-7
CCOc1cc(C2NN=C(c3ccccc3)S2)ccc1OCc1ccc(F)cc1 (stereo not given)	-3	-1.6	0.6	2	x	0.1	3	10	-12
COc1ccccc1-n1c(SCC(=O)O)nnc1-c1ccc(S(=O)(=O)N2CCCCC2)cc1	-1	-1.9	0.2	-3	x	0.6	5	-9	6
Cc1nn(-c2ccccc2)c(N)c1C(c1ccccc1)c1c(C)nn(-c2ccccc2)c1N	0	-3.5	0.5	-2	x	2.0	0	-6	11
O=C(CCCN1C(=O)/C(=C\c2ccccc2)SC1=S)Nc1ccc(O)cc1	6	-2.7	-0.7	-2	0.8	1.2	-7	16	16
CC1CCCCN1C(=O)c1c([N+](=O)[O-])cnn1C (stereo not given)	8	-2.3	2.2	-1	0.6	-0.3	-5	0	6
CCOC(=O)C(NC(=O)c1cccc(Cl)c1)(Nc1nnc(C)s1)C(F)(F)F (stereo not given)	-2	-1.7	-0.8	-1	x	-1.0	-4	-12	5
Oc1c(N=NC(=S)Nc2ccccc2F)c2ccccc2n1Cc1ccccc1Cl	9	-2.0	23	5	-1.4	0.5	1	-1	-17
c1ccc(CN2CCN(c3nc(N4CCOCC4)c4ccccc4n3)CC2)cc1	-6	-4.6	2.0	2	x	1.7	12	-6	4
CC[C@H](CO)Nc1nc(Nc2cccc(Cl)c2)c2ncn(C(C)C)c2n1	25*	-2.7	-0.3	-6	0.6	5.2	-2	14	2
Cn1c(=O)c2c(nc(Br)n2C/C=N/NC(N)=S)n(C)c1=O	5	-1.3	0.6	-4	-0.7	x	-10	1	-11
CC(=O)Nc1cccc(NC(=O)C2CCCN2C(=O)Nc2cccc(F)c2)c1 (stereo not given)	-4	-2.2	0.7	1	x	1.6	-7	2	-7
COc1ccnc(N=CNOCc2cccc(C(F)(F)F)c2)c1C#N	-4	-0.6	-1.2	0	0.5	-0.7	-4	-12	12
COc1cc(Br)c(/C=C/c2ccc3cccc(O)c3n2)cc1OC	-5	-1.1	-4.2	1	-0.1	-1.1	-19	3	-1
O=C(C1=C[C@@H](c2coc3ccccc3c2=O)C[C@@H](OCCCCO)O1)N1CCN(Cc2ccccc2)CC1	-7	-1.2	0.6	0	-0.5&-11	-1.1	-2	-7	32
Nc1ccc(CSc2ccc(Cl)cc2)cc1	10	-1.8	-0.2	-4	1.0	-0.3	-4	-3	0
O=C1CSC(c2ccccn2)N1c1ccc(Br)cc1 (stereo not given)	6	-2.0	-0.2	2	1.0	-1.0	7	18	-2
O=C(CN1C(=O)NC(c2ccccc2)(c2ccccc2)C1=O)N1CCN(c2ccccc2F)CC1	-5	-5.7	-0.2	-2	1.8	1.3	-5	13	15
Cc1cc(Nc2ccccc2)n(-c2nc3ccccc3[nH]2)n1	3	-0.9	-0.1	-4	x	u	3	-1	-11
COc1ccc(NC(=O)N2CCCC2C(=O)NCc2ccc(F)cc2)cc1 (stereo not given)	-4	0.4	1.0	2	x	-0.9	4	15	2
C=CCN1CC[C@]23c4c5ccc(O)c4OC2C(=O)CC[C@@]3(O)C1C5 (stereo not given in full)	-5	-4.5	0.1	-2	0.7	6.0	-1	4	18
O=C(/C=C/c1cccc([N+](=O)[O-])c1)n1cnc2ccccc21	3	-0.4	-0.7	-6	0.4	-0.6	-10	0	3
COc1ccc2ccccc2c1-c1csc(N)n1	-4	-4.2	1.9	-5	0.1	-0.8	5	-3	7
COc1ccc(CC(=O)NCc2ccc3c(c2)OCO3)cc1	2	-2.5	-0.2	-1	x	-0.1	-11	0	-1
Cc1ccc(S(=O)(=O)NN2C(=O)/C(=C/c3ccc(C(=O)O)cc3)SC2=S)cc1	-18	x	-0.5	-8	-0.9	-0.6	-18	-2	1
COC1CCN(C(=O)c2cc(COc3ccc(-n4cncn4)cc3)on2)CC1	1	0.7	-3.8	-2	1.9	-0.1	-12	9	4
Cn1nnnc1SCC(=O)Nc1sccc1C(N)=O	-5	0.5	-1.0	-1	-0.6	-0.5	-6	5	0
Cc1cccc(NC(=S)NC23CN4CN(CN(C4)C2)C3)c1C	3	-1.4	-0.4	3	0.0	1.3	-1	-4	8
CN1CCN(c2cccc3c2S(=O)(=O)N[C@H](Cc2ccccc2)CO3)CC1	-1	x	0.3	8	-4.7	x	5	5	x
COC(=O)COc1cccc(-n2cnnn2)c1	4	-2.2	0.4	-3	x	-0.1	-1	-4	3
CC1CCN(CC(=O)N2c3ccccc3CC2C)CC1 (stereo not given)	2	-3.6	-0.1	-1	0.4	-0.4	-4	-8	7
CC(C)N1CCN(Cc2cccc3nonc23)CC1CCO (stereo not given)	-8	-2.3	-1.2	-4	2.0	-1.1	-11	-10	-1
CC(=O)N1CC(=O)Nc2ccc(Cl)cc2C1c1ccc(F)cc1 (stereo not given)	-5	-0.7	-1.2	-2	-0.4	0.2	-1	-1	-2
Cc1ccc(-n2c(=S)[nH]c3ccccc3c2=O)cc1F	6	-6.6	-0.1	-1	1.0	x	0	16	3
C=CCn1c(=NC(=O)C2CCCCC2)sc2cc(NC(C)=O)ccc21	2	1.2	-0.2	0	-0.6	-0.2	-14	6	5
CCOc1ccc2nc(N=Nc3c(O)[nH]c(=O)[nH]c3=O)sc2c1	-21	0.4	0.0	-10	3.7	-0.2	-5	23	-1
CC1=C(C(=O)OC(C)C)C(c2ccco2)NC(=O)N1 (stereo not given)	1	-2.1	-0.6	1	x	-1.4	-3	4	-7
CN(C)CP(=O)(Nc1ccccc1)N(C)C (stereo not given)	2	-4.5	0.0	-7	x	1.0	5	-10	-1

# Later entries.
structure	PrPC TRFRET	FadD28 binding	BoNT-A LC inh2	Anthrax LF inh2	TcdB inh	PfHsp40 yeast	BoNT-F LC inh	CCHFV vOTU inh	Y pestis TopoI
CCOc1c(C#N)c(C#N)c2nc(C)cc(C)n12	-12	-4.2	-0.2	-3	x	0.8	-1	8	-1
CCOc1ccc(Nc2nc(Cc3nnc(SCC(=O)N(CC)CC)n3C)cs2)cc1	5	-0.2	-1.5	-6	x	-0.2	-9	-9	14
CC(NC(=O)CCc1c[nH]c2ccccc12)c1ccccc1 (stereo not given)	0	-1.5	-0.7	-10	1.3	0.5	-17	8	6
O=C(OCC(=O)N1CCN(C(=O)c2ccco2)CC1)c1sc2cc(F)ccc2c1Cl	1	-1.2	0.4	-2	x	-0.5	-2	2	9
CC(=O)Oc1c(C(=O)c2nnc(C)o2)c(=O)n(C)c2ccccc12	-3	-0.9	0.4	0	x	0.2	0	8	1
CCOC(=O)c1ccccc1NC(=O)c1ccc2nc[nH]c2c1	-6	x	0.0	1	-0.2	0.6	-14	5	14
CS(=O)(=O)N1CCN(c2ccccc2NC(=S)NC(=O)c2ccco2)CC1	6	-2.6	1.4	2	-1.4	1.1	3	-18	25
CCOC1=C2CN(S(=O)(=O)c3ccc(C)cc3)[C@H](c3ccccc3)C[C@@H]2N(S(=O)(=O)c2ccc(C)cc2)[C@H](c2cccc(C)c2)C1	-7	-2.0	0.3	-4	0.7	x	-6	1	x
O=C(CCc1ccccc1)N1CCN(CCO)CC1	-3	-1.6	-2.0	-5	0.6	0.1	-12	2	6
COC(=O)c1ccc(-c2nc3cc(N)ccc3o2)cc1	3	-2.8	-0.3	-4	x	-1.6	7	1	-6
O=C(Nc1nccs1)C1CCN(S(=O)(=O)c2cccnc2)CC1	-1	-0.7	-0.5	-2	0.5	1.2	-5	6	4
Cc1cc(C)nc(-n2ncc3c2CC(c2cccc(Cl)c2)CC3=O)n1 (stereo not given)	9	-1.2	-0.2	0	1.9	3.1	-10	7	21

# 3 compounds out of the list, ordered by number of heavy atoms, falling.
structure	PrPC TRFRET	FadD28 binding	BoNT-A LC inh2	Anthrax LF inh2	TcdB inh	PfHsp40 yeast	BoNT-F LC inh	CCHFV vOTU inh	Y pestis TopoI
Cc1cc(OCC(=O)N2CCc3ccccc3C2)c2c(-c3ccccc3)cc(=O)oc2c1	-4	-1.4	0.3	-4	x	1.5	5	7	-9
c1ccc(CCn2nnnc2CN2CCc3ccccc32)cc1	-3	1.7	-0.2	-2	x	0.6	-13	9	6
Cn1nnnc1SCC(=O)Nc1sccc1C(N)=O	-5	0.5	-1.0	-1	-0.6	-0.5	-6	5	0

# High-throughput results as filed in PubChem.
